# Screening data deposited in PubChem by several laboratories.
# CRFBP-R2 agonist: agonists of human CRF-binding protein/CRF-R2 receptor complex. HEK293 CRF-R2/CRF-BP, calcium dye fluorescence (FLIPR); percent of saturating CRF peptide response. activation, % at 13.2 µM. 350,000 compounds, 0.46% hits;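 active = activation of at least 50%, plus an integration ratio under a set limit after plate pattern correction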;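 note: plate controls were neutral control wells without compound for no effect and CRF at EC100 for full effect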
# M5 antag: blocks acetylcholine activation of human M5 receptor. P08912. CHO-hM5 cells, Fluo-8 calcium fluorescence, ACh EC80. inhibition, % at 3 µM. 360,000 compounds, 0.59% hits;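 active = inhibition above a per-plate cutoff, the mean of that plate's test compounds plus 3 SD, cut at about 27% in these data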;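 note: 0% = acetylcholine EC80 with DMSO and 100% = DMSO without agonist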
# TAAR1 agonist: agonists of human TAAR1; Q96RJ0; CHO RD-HGA16 TAAR1, Fluo-8 calcium fluorescence; vehicle wells 0%, saturating PEA agonist 100%; activation, % at 3 µM; 360,000 compounds, 0.99% hits; AID 624467;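 active = activation above the mean activation of all test compounds in the run plus 3 SD, cut at about 38% in these data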
# Target sequence (Q96RJ0 whole entry, looked up): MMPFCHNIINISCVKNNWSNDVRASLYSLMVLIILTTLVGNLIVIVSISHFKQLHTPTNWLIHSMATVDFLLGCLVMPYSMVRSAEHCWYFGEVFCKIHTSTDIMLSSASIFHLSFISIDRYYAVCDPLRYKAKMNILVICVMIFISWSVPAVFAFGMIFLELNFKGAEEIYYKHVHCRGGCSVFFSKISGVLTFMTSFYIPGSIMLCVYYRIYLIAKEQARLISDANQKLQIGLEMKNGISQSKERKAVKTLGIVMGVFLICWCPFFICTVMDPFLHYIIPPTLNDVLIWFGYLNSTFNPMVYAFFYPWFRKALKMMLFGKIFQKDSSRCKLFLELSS
#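 System: CHO-derived RD-HGA16 cells with stable Gα16 and human TAAR1 / Times: 17-24 h plating, Fluo-8 75 min 37 °C, 30 min RT / Technique: calcium-sensitive Fluo-8 signal, excitation 470-495, emission 515-575 nm / Measure: % activation relative to PEA EC100 response / Benchmarks: DMSO and PEA EC100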
# CHRM5 agonist: agonists of human muscarinic M5 receptor (CHRM5); P08912; CHO-K1 hM5 cells, Fluo-8 calcium fluorescence; 0% DMSO wells, 100% maximal acetylcholine response; activation, % at 3 µM; 360,000 compounds, 0.19% hits; AID 624037;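 active = activation above the run's mean over test compounds plus 3 SD, cut at about 23% in these data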;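 note: signal is peak over basal fluorescence ratio across the kinetic read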
# CRFBP-R2 block: blocks CRF-induced signaling of the CRF-BP/CRF-R2 complex; 350,000 compounds, 0.59% hits; inhibition, % at 11.8 µM; HEK293 CRF-R2/CRF-BP, CRF-induced calcium fluorescence;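 active = inhibition of the ligand-induced calcium signal above about 50% at the single tested concentration, limit read from the data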
# TAAR1 antag: human TAAR1 antagonism | CHO RD-HGA16 TAAR1, Fluo-8 calcium fluorescence, antagonist | 360,000 compounds, 1.5% hits | Q96RJ0 | inhibition, % at 3 µM;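 active = inhibition above a per-plate cutoff, the mean inhibition of test compounds on that plate plus 3 SD, cut at about 49% in these data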;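 note: 0% = DMSO plus EC80 beta-PEA response and 100% = DMSO alone without agonist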
#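 test system = CHO RD-HGA16 cells bearing hTAAR1 | replication = singlicate | controls = DMSO-only wells and EC80 β-PEA-stimulated wells | reagent = EC80 β-phenethylamine stimulus | read-out basis = percent inhibition of PEA-evoked calcium signal, max/basal emission ratio | schedule = seeding 17-24 h prior, 75-min 37 °C, 30-min RT dye loading | signal = kinetic Fluo-8 calcium fluorescence measurement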
# CHO-K1 Ca PAM: counter-screen for M1 PAMs: effect in parental CHO-K1 cells; activation, % at 3 µM; AID 602247; 360,000 compounds, 0.02% hits; ATP EC20, Fluo-8 calcium fluorescence; 0% at ATP EC20, 100% at ATP max;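 active = activation above the run cutoff, the mean activation of all test compounds plus 3 SD, cut at about 40% in these data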;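 note: peak over basal fluorescence ratio in a 140 s read after ATP addition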
# CHRM5 PAM: positive allosteric modulators of human muscarinic M5 receptor; P08912; CHO-K1 hM5, Fluo-8 calcium, ACh EC20 PAM; 0% = ACh EC20, 100% = ACh EC100; activation, % at 3 µM; 360,000 compounds, 0.3% hits;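 active = activation above the run cutoff, the mean activation of all test compounds plus 3 SD, cut at about 18% in these data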
#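 system = human M5 receptor in CHO-K1 cells | compound = one concentration, 3 µM final (nominal) | schedule = Post-acetylcholine fluorescence recording 140 s | signal = Fluo-8 calcium dye fluorescence, kinetic read | benchmarks = low control EC20 acetylcholine (0%), high control EC100 acetylcholine (100%) | repeats = singlicate, one well per test compound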
# CHRM4 PAM: potentiates acetylcholine response at human M4 receptor; CHO-K1 hM4/Gqi5, Fluo-8 calcium fluorescence, ACh EC20; 0% = ACh EC20, 100% = maximal ACh; activation, % at 3 µM; P08173; AID 624126; 360,000 compounds, 0.4% hits;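 active = activation above its plate's cutoff, the mean activation of sample wells plus 3 SD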; note: some results filed as inactive read as strong as hits
# Target sequence (P08173 whole entry, looked up): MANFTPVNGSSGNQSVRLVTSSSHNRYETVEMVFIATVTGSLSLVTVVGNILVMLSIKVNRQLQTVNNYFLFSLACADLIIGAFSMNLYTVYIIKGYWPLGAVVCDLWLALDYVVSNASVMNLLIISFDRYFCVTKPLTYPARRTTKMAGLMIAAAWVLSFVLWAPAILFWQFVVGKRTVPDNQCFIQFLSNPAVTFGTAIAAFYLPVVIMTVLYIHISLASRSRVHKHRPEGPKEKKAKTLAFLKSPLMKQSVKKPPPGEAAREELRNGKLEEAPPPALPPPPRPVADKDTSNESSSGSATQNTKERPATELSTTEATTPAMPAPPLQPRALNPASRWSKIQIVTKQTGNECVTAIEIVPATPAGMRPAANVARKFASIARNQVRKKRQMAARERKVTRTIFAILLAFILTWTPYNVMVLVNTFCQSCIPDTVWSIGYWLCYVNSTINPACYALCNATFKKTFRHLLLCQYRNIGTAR
# Active calls of the source: *; · = no result given.
SMILES,CRFBP-R2 agonist,M5 antag,TAAR1 agonist,CHRM5 agonist,CRFBP-R2 block,TAAR1 antag,CHO-K1 Ca PAM,CHRM5 PAM,CHRM4 PAM
O=C(COC(=O)c1cc([N+](=O)[O-])ccc1N1CCOCC1)NC1CCS(=O)(=O)C1 (centres undefined),1.8,0,1,2,4,-27,-13,-1,7
C/C(=N\NC(=O)c1cc(C)oc1C)c1ccc2ccccc2c1,0.8,11,0,-3,16,15,14,-2,0
Cc1ccc(CNCc2cc(Cl)ccc2O)cc1,8.2,12,38*,9,-12,8,20,-5,2
CC(=O)Nc1ccc(N2C(=O)C3C4C=CC(CC4)C3C2=O)cc1 (centres undefined),2.9,-9,0,-2,14,-7,27,3,0
CCOC(=O)C1(C)CCCN(C(=O)c2cccc(C#N)c2)C1 (centres undefined),·,-5,2,-1,·,-14,0,-2,0
COc1ccc(CCN2CCCC(CN(C)C(=O)c3ccoc3)C2)cc1 (centres undefined),0.1,14,1,-8,-9,-29,-3,-4,1
CCN1CCN(Cc2nnc(-c3ccccc3)o2)CC1,-1.6,8,0,-2,9,-19,-7,-3,-7
Cn1c2c(c(=O)[nH]c1=O)C(c1ccc(O)cc1)C1=C(N2)c2ccccc2C1=O (centres undefined),-1.5,9,3,3,-13,-2,9,-7,-6
O=C(CN1CCSCC1)N/N=C/c1ccc(F)cc1F,-1.9,3,14,-2,3,-1,22,0,5
O=C1OC(CO)CN1Cc1ccccc1 (centres undefined),-0.1,-2,8,-4,4,2,7,0,-5
O=[N+]([O-])c1ccc2[nH]c3c(c2c1)CCCC3,-2.7,14,0,-5,14,-5,2,-8,-7
C=CCn1c(SCc2csc(C)n2)nc2sc3c(c2c1=O)CCCC3,2.2,1,10,-2,-3,7,14,5,-2
COC(=O)[C@H]1C[C@@H]1[C@H](NC(=O)c1cnccn1)c1ccccc1,-1.9,5,13,2,-2,-6,-2,3,-1
CCCCNc1c(-c2ccc(OC)c(Sc3ccc(OC)cc3)c2)nc2ccc(Cl)cn12,-1.2,1,10,-4,-6,46,2,-4,-1
c1cc2nnnn2nc1N1CCCCC1,1.1,-2,3,-1,11,-7,8,8,7
COc1cc(NC(=O)COC(=O)Cc2ccsc2)cc(OC)c1,-1.1,4,0,0,6,9,-1,-5,5
C=CCNc1nc(C(=O)OCC(=O)c2ccc(C)c([N+](=O)[O-])c2)cs1,-0.1,8,2,-3,-1,-37,-2,-2,-4
CCOc1ccc(C(=O)NC2CCN(C(=S)NCc3ccco3)CC2)cc1,-3.6,-10,2,-3,16,-17,11,2,2
O=C(c1ccccc1Cl)N1CCN(S(=O)(=O)c2cccs2)CC1,0.7,19,1,-2,-8,-17,6,-9,-5
COC(=O)c1ccc(CN2CCN(C3CCCC3)C(CCO)C2)cc1 (centres undefined),0.1,-2,4,-10,9,-15,18,-8,-21

# Structures listed above that bear a hit mark in TAAR1 agonist:
mol	CRFBP-R2 agonist	M5 antag	TAAR1 agonist	CHRM5 agonist	CRFBP-R2 block	CHRM5 PAM	CHRM4 PAM
Cc1ccc(CNCc2cc(Cl)ccc2O)cc1	8.2	12	38*	9	-12	-5	2

# Next compounds.
SMILES,CRFBP-R2 agonist,M5 antag,TAAR1 agonist,CHRM5 agonist,CRFBP-R2 block,TAAR1 antag,CHO-K1 Ca PAM,CHRM5 PAM,CHRM4 PAM
O=C(Cc1cccs1)N/N=C/C(Cl)=C/c1ccccc1,0.5,2,0,0,-3,12,13,-4,6
CCOc1ccc2ccccc2c1/C=N\NC(=O)c1ccc([N+](=O)[O-])cc1,-2.0,-6,-3,7,-14,-7,20,12,-7
Cc1ccc(CNC(=O)c2ccc(N3CCC4(CC3)CC(c3cccc(Br)c3)=NO4)c(NC(=O)c3ccc(Br)cc3)c2)cc1,3.1,13,5,-1,10,6,-7,-3,5
CSCCC(=O)N1CC[C@@H](N2CCN(c3ccccc3F)CC2)[C@H](O)C1,0.2,-1,4,-1,10,1,1,-1,5
CCc1ccc(-c2nc(CSCC(=O)NC3CC3)c(C)o2)cc1,-0.9,-3,3,-3,13,-12,10,3,4
CC(C=NNC(=O)C(=O)NN=CC(C)=Cc1ccccc1)=Cc1ccccc1,1.7,7,·,3,11,·,19,-9,4
COc1ccc(OC)c(-n2c(-c3cccc(S(=O)(=O)N(C)C)c3)n[nH]c2=S)c1,4.1,-7,1,1,-3,4,21,2,13
Cc1ccc(S(=O)(=O)N2CCCC(C(=O)NCC(C)C)C2)cc1 (centres undefined),-3.1,13,1,2,-6,-2,13,1,-1
COc1ccc(CN(C)C(=O)c2ccccc2OCc2c(C)noc2C)cc1OC,0.2,-1,1,5,-2,3,-6,-1,5
Cc1ccc(O)c(CC(C)C)n1,0.3,-1,5,-1,-5,-6,8,-2,-2
COc1ccc2cc(S(=O)(=O)NCCCN3CCOCC3)ccc2c1,-0.8,0,4,-5,22,-18,16,-1,-3
CCCc1c(NC(=O)Nc2ccc(F)cc2)cnn1-c1ccc(Cl)cc1,12,17,3,9,4,25,3,-18,-19
Cc1cccc(NC(=O)CSc2nnc(-c3ccco3)c(-c3ccco3)n2)c1,-0.7,-10,5,0,7,4,23,-1,6
CN(CC(=O)Nc1ccc(F)cc1)C(=O)COC(=O)Cc1c(F)cccc1Cl,2.2,3,2,-2,2,-16,-1,5,2
Clc1ccc(-c2nnc(-c3cccc4ccccc34)o2)cc1,4.3,18,5,4,-23,-13,5,-19,-6
CCc1nc2ccc(C(=O)NCCOc3ccc(OC)cc3)cn2c1N(CCC(C)C)CCN(C)C,·,6,0,-10,·,-10,31,1,2
O=C(COC(=O)C1c2ccccc2Oc2ccccc21)Nc1ccc2c(c1)OCO2,3.4,3,14,1,7,17,5,-10,0
CCCOc1ccc(C2NC(=O)NC(c3ccccc3)=C2C(C)=O)cc1OCC (centres undefined),1.3,2,3,-1,-29,8,21,0,2
CCCc1nc(SCC(=O)NC2CC2)c2c(C)c(C)sc2n1,-0.6,13,2,-3,8,-2,-17,-4,0
Cn1cccc1Cc1nnc(SCC(=O)N2CCOCC2)n1CCc1ccccc1,-0.6,5,2,3,-4,-26,-10,1,-4
CCOC(=O)c1cc(C(C)C)sc1NC(=O)COC(=O)CCS(=O)(=O)c1ccccc1,2.5,-2,8,-1,1,13,21,3,6
O=C(Nc1cccc(C(=O)O)c1)/C(=C\c1ccc2c(c1)OCO2)NC(=O)c1ccc(Br)cc1,4.2,-6,5,1,-15,12,6,8,17
O=S(=O)(c1ccc(F)cc1)N1CCN(Cc2nnc(-c3ccccc3)o2)CC1,-0.2,2,-3,5,0,73*,7,2,4
COC(=O)c1ccc2c(c1)C(=O)/C(=C/c1ccc(C)cc1)O2,4.1,3,0,1,-21,17,19,-4,2
COc1cc2c(cc1OC)CN(Cc1ccc(C)s1)CC2,-0.1,2,12,-1,-18,-11,-7,1,14
CCCn1c(=O)c2ccccc2n2c(Sc3nnnn3-c3ccccc3)nnc12,-2.1,-2,-1,-7,15,2,20,16,16
Cc1cc(C)c2nc(NC(=O)[C@@H](NC(=O)c3cccc(S(=O)(=O)N4CCOCC4)c3)C(C)C)sc2c1,0.7,2,8,-2,8,10,-6,-3,-15
O=C(/C=N/O)NCCCN1CCCCCC1,-2.2,3,18,0,12,-15,8,-6,-4
N=c1c(C(=O)NCc2ccco2)cc2c(=O)n3ccccc3nc2n1CCc1ccccc1,8.1,-3,8,-1,6,-17,13,-1,-7
CCCN(C(=O)c1c(-c2ccccc2)noc1C)c1c(N)n(Cc2ccccc2)c(=O)[nH]c1=O,-0.1,10,0,-1,-4,14,12,-3,13
O=C(NCCCN1CCN(c2ccc(F)cc2)CC1)C1CCCN(c2ncnc3c2nc2n3CCCCC2)C1 (centres undefined),-1.3,6,1,-6,-9,-50,-1,-5,-11
CCN(CC(=O)Nc1cc(OC)ccc1OC)Cc1nc2ccccc2c(=O)[nH]1,0.6,11,0,2,5,-17,10,1,0
CCc1ccccc1NC(=O)CCS(=O)(=O)c1ccc(OC)cc1,-4.0,3,-1,1,11,-5,10,0,-1
COc1ccc(N2CSC3=C(C#N)C(c4cc(OC)c(OC)cc4OC)CC(=O)N3C2)c(OC)c1 (centres undefined),1.1,-2,1,2,8,-4,17,1,1
Cc1cccn2c(=O)c(C=C(C#N)C#N)c(N3CCN(c4ccccc4)CC3)nc12,-1.3,8,1,-2,-4,9,1,-7,3
CCOc1cc(-c2c(C)c(CC)nc(N)c2C#N)ccc1O,0.3,10,11,0,1,-2,-3,7,-1
CCOCCCNC(=S)Nc1cc(OCC)c(NC(=O)c2ccco2)cc1OCC,0.2,2,3,3,18,2,20,6,1
O=C(COC(=O)c1cc(=O)[nH]c2ccccc12)NC(=O)c1ccccc1,5.8,2,2,-4,-9,9,19,3,13
COc1ccc(-c2nn(-c3ccccc3)cc2/C=C/C(=O)N(C)CC(=O)Nc2cccc(F)c2)cc1OC,2.3,20,25,2,4,32,3,-21,-6
Cc1ccc(CNC(=O)COC(=O)c2ccc(S(=O)(=O)N3CCCCCC3)cc2)cc1,3.2,5,-1,2,-7,-10,-22,-2,4

# Quoted at random: 2 entries already listed, in no set order.
SMILES,CRFBP-R2 agonist,M5 antag,TAAR1 agonist,CHRM5 agonist,CRFBP-R2 block,TAAR1 antag,CHO-K1 Ca PAM,CHRM5 PAM,CHRM4 PAM
CCc1nc2ccc(C(=O)NCCOc3ccc(OC)cc3)cn2c1N(CCC(C)C)CCN(C)C,·,6,0,-10,·,-10,31,1,2
O=C(COC(=O)C1c2ccccc2Oc2ccccc21)Nc1ccc2c(c1)OCO2,3.4,3,14,1,7,17,5,-10,0

# Additional entries follow.
SMILES,CRFBP-R2 agonist,M5 antag,TAAR1 agonist,CHRM5 agonist,CRFBP-R2 block,TAAR1 antag,CHO-K1 Ca PAM,CHRM5 PAM,CHRM4 PAM
Cc1ccc(NC(=O)CN2C(=O)NC(Cc3c[nH]c4ccccc34)C2=O)cc1 (centres undefined),-0.1,-4,3,2,2,-6,6,0,6
COc1cc(C(N)=O)cc(Cl)c1OCc1ccccc1,-0.6,-1,0,-5,3,7,19,3,9
COc1ccccc1Cn1c(=S)[nH]c2cc(C(=O)N3CCC(C(N)=O)CC3)ccc2c1=O,-0.8,3,3,0,4,-20,-14,-1,1
CCCn1cc(CN2CCC(C(=O)Nc3cccc(-c4cscn4)c3)CC2)c(C)n1,1.0,7,5,-5,-8,-32,14,2,5
O=S(=O)(Nc1nccs1)c1ccc(NS(=O)(=O)c2c(F)cc(F)c(Cl)c2F)cc1,-0.8,1,0,2,2,-2,18,17,10
Cc1ccccc1C(=O)NC1CCN(CC(=O)NCc2ccccc2)CC1,-1.9,8,-4,-2,-1,1,-1,7,-1
COc1ccc(Br)cc1CN1CCN(C(=O)c2ccc(OC)c(OC)c2)CC1,0.6,-14,10,-3,25,5,10,5,-1
O=C(Nc1ccc(C(F)(F)F)cc1)N1CCN(c2ccnc3cc(Cl)ccc23)CC1,4.8,15,-2,-4,-6,-40,5,-18,-12
